# mcGAS RapidFire: inhibitors of Mus musculus cyclic GMP-AMP synthase, initial high-throughput assay, cell-free, RapidFire MS; Q8C6L5; recombinant mouse cGAS, cGAMP by RapidFire MS; inhibition, % at 12.5 µM; hit rate 0.18% among 130,000;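 active = inhibition of cGAS enzyme activity at or above 60%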;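 note: enzyme stimulated by 45 bp dsDNA with ATP and GTP substrates; cGAMP share of summed cGAMP plus half ATP and half GTP signals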
# Target sequence (Q8C6L5 whole entry, looked up): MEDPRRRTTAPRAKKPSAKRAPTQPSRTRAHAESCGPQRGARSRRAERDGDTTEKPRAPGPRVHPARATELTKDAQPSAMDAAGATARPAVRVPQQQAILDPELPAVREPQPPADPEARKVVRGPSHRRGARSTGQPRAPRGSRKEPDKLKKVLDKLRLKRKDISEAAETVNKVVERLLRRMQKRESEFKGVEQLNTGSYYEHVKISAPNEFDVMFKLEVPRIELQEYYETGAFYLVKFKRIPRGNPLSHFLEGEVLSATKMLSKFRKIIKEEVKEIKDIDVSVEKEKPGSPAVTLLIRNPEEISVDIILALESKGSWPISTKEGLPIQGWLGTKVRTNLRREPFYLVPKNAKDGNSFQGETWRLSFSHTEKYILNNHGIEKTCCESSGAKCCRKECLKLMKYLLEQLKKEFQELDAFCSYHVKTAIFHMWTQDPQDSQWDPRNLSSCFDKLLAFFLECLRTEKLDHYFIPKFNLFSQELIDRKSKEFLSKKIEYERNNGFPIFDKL
# Active calls of the source: *; & = joins results of further samples. These rows are one share of the data; rates above refer to the full screens.
SMILES,mcGAS RapidFire
Nc1n[nH]c(C(=O)N2CCOC(C(F)(F)F)C2)c1-c1ccccc1 (centres undefined),-26
Cc1cccc(S(=O)(=O)NC(=O)C2(C)CCN2C(=O)C2(c3ccccc3)CC2)c1 (centres undefined),-12
O=C(c1ccc2oc(CCc3ccccc3)nc2c1)N1CCc2[nH]ncc2C1,-5
CC1CCN(c2nc3c(c(=O)[nH]c(=O)n3C)n2Cc2ccccc2F)CC1,-1
CSc1cccc(CN2CCCC(CO)(Cc3cccc(Cl)c3)C2)c1 (centres undefined),-1
Cc1nc(CNC(=O)c2cc(C)c3nc(N)sc3c2)cs1,-13
O=S(=O)(/C=C/c1ccccc1)Nc1ccnn1C1CCCC1,-5
CCn1nc(C)c(CNC(C)Cn2nc(C)cc2C)c1C (centres undefined),-7
O=C(c1ccc(SC(F)(F)F)cc1)N1CCC2(CC1)OCCCO2,-6
CCN(CCn1cccn1)C(=O)c1sc(C)nc1C,-5
COc1ccc(Nc2nnc(-c3ccc(C)cc3)c(=O)[nH]2)cc1,-12
CN(CCOc1ccccc1)C(=O)[C@@H]1CCCN1C(=O)Nc1ccc2c(c1)OCCO2,3
Cc1noc(C)c1C(=O)Nc1ccccc1SCC(N)=O,-7
CC1CCCC(Nc2nnnn2-c2ccccc2)C1C (centres undefined),-30
CC1(C(=O)NS(=O)(=O)c2ccccc2)CCN1C(=O)Cc1ccccc1Cl (centres undefined),-1
CC1=C(C)CC(C(=O)N2CCN(C(=O)C3CCCO3)CC2)C(C(=O)O)C1 (centres undefined),2
CC(NC(=O)c1ccc(Br)o1)C1CC2CCC1C2 (centres undefined),-1
Cc1ccc(CCNc2ccccc2S(C)(=O)=O)cn1,-3
CCOC(=O)c1nn(-c2ccc(C)cc2)c(=O)cc1OCC(=O)Nc1ccccc1C,-8
COc1ccc(C)cc1C(C(=O)O)N1CCN(c2nc(C)cc(C)n2)CC1 (centres undefined),-17
CC(C)N(C)S(=O)(=O)N1CCCCC1C1OCCO1 (centres undefined),-2
CC1(C)CCCC(NCCSc2cn[nH]n2)C1 (centres undefined),-4
CS(=O)(=O)N1CCC(Oc2cccc(C(=O)NCC3CCOCC3)c2)CC1,4
CC(C)COC(C)C(=O)Nc1ccc(F)c(F)c1 (centres undefined),5
O=S1(=O)CC2C(C1)N(c1ccccc1)C(=S)N2c1ccccc1 (centres undefined),-6
Cc1ccc(NC(=O)CSc2nc3[nH]ncc3c(=O)[nH]2)c(C)c1,-8
O=c1[nH]ncc(N2CCc3ccccc3C2)c1Cl,-8
C=C(C)Cn1c(=O)c2c(nc3n2CC(C)CN3c2ccc(F)cc2)n(C)c1=O (centres undefined),1
O=C(c1cc2n(n1)CCNC2)N1CCC(c2ccccc2Cl)C1 (centres undefined),-4
CN(C)c1ncccc1CNC(=O)c1ccccn1,-7
Cc1cccn2c(CN3C[C@@H]4CCC[C@H]3C4)c(C(=O)N(C)CCc3ccccc3)nc12,-6
Cc1ccc(S(=O)(=O)N(Cc2nnc(-c3ccccc3)o2)C(C)C)cc1C,-4
Cc1sc(NC(=O)c2cccc(OC(F)F)c2)c(C(N)=O)c1C,-6
CC(C)(CN1CCN(c2ncc(Cl)cn2)CC1)N1CCCCC1,-13
CCN1CCN(C(c2ccc(SC)cc2)c2c(O)cc(C)n(CCOC)c2=O)CC1 (centres undefined),-6
O=C1CC2(CCCCC2)C(=O)N1CN1CCN(c2cccc(Cl)c2)CC1,0
CCOCC(=O)Nc1c(C)nc2c(C)cccn2c1=O,-12
CC1CCCCN1C1CN(Cc2ccc(C#CCO)s2)C1 (centres undefined),-20
C=CCn1c(=O)c2c(nc3n2CCCN3c2ccc(OC)cc2)n(C)c1=O,-3
COc1ccc(C(C)C)cc1-c1cncc(NC(C)=O)n1,-3
CCCN(CC1CCCO1)C(=O)c1c(F)cc(OC)cc1F (centres undefined),-13
COCc1noc(-c2cnc(Cc3ccccc3)s2)n1,-7
CCOC(=O)c1nn(-c2ccccc2C)c(=O)cc1N1CCc2ccccc2C1,-5
CC1(C(=O)NS(=O)(=O)c2cccc(Cl)c2)CCN1C(=O)CC1CCCCC1 (centres undefined),-6
O=C(O)CCSc1n[nH]c(=S)s1,5
O=C(c1ccccc1)c1cccc(NC(=O)c2cc(C3CC3)on2)c1,-36
COC(=O)CNC(=O)CCc1n[nH]c(=S)[nH]c1=O,0
CN(Cc1ccc(C(F)(F)F)cc1)Cc1nc(-c2ccccn2)no1,-11
O=C(NCC1COCCO1)c1cc(COc2ccccc2F)[nH]n1 (centres undefined),-8
CC(C)(C)C(NCn1ccc(C(F)(F)F)n1)c1cccs1 (centres undefined),-5
COc1ccc(Br)cc1-c1nnc2n(C)c3c(=O)[nH]c(=O)n(C)c3n12,-6
Cc1ccc(S(=O)(=O)N2CCN(CC(=O)NCC(C)C)CC2)cc1C,-6
C=CCOC1CCCN(C(=O)c2ccc3c(c2)OCO3)C1 (centres undefined),-9
CC(=O)c1cccc(NC(=O)c2ccc(-c3ccccc3[N+](=O)[O-])o2)c1,-2
Cc1cc(C)c(-c2c(O)c3cccnc3n(C)c2=O)c(C)c1,4
C[C@@H](C(=O)N1CCc2c(ncnc2N(C)C)C1)n1cnnn1,-29
CC(=O)N1CCN(c2ccc(S(=O)(=O)N3CCN(C)CC3)cn2)CC1,-2
Cc1oc2cc(O)ccc2c(=O)c1Oc1ccc(F)cc1,-10
Cn1cc(C(=O)Nc2ccc(F)c(F)c2)c2[nH]c(=O)n(-c3ccc(Cl)cc3)c(=O)c21,-28
CC(NC(=O)N1Cc2ccccc2C1)C(=O)N1CCCCC1C (centres undefined),-6

# Gathered by group: the compounds so far with an aryl methoxy group (6)
SMILES,mcGAS RapidFire
COc1ccc(Nc2nnc(-c3ccc(C)cc3)c(=O)[nH]2)cc1,-12
COc1ccc(C)cc1C(C(=O)O)N1CCN(c2nc(C)cc(C)n2)CC1 (centres undefined),-17
C=CCn1c(=O)c2c(nc3n2CCCN3c2ccc(OC)cc2)n(C)c1=O,-3
COc1ccc(C(C)C)cc1-c1cncc(NC(C)=O)n1,-3
CCCN(CC1CCCO1)C(=O)c1c(F)cc(OC)cc1F (centres undefined),-13
COc1ccc(Br)cc1-c1nnc2n(C)c3c(=O)[nH]c(=O)n(C)c3n12,-6

# Carrying on:
SMILES,mcGAS RapidFire
CCCCC(=O)N1CC(C)N(C(=O)CCCC)CC1C (centres undefined),-30
CC(c1ccc(NC(=O)c2ccccc2Cl)cc1)N1CCOCC1 (centres undefined),19
CCOC(=O)c1cnn(-c2cc(Oc3ccc(NC(C)=O)cc3)nc(SC)n2)c1C,-1
N#CC1(NC(=O)CCOc2ccc(Br)cc2F)CC1,2
CN(Cc1nc2sc3c(c2c(=O)[nH]1)CCC3)C1CCS(=O)(=O)C1 (centres undefined),-4
CCCCCCSc1nnc2c(n1)OC=Nc1ccccc1-2,3
Cc1ncsc1CNCCCNc1ccccc1,-11
COCCCN(C(=O)C=Cc1c(C)nn(C)c1C)c1c(N)n(CC(C)C)c(=O)[nH]c1=O,-5
Cc1ccn2c(=O)cc(CN3CCCC(N4CCCC4=O)C3)nc2c1 (centres undefined),10
Cc1nnc(NC(=O)Cc2c(Cl)cccc2Cl)s1,-9
c1cc(C2=NCCCn3c(CNC4CC4)ccc32)ccn1,-4
Cc1cc(Br)ccc1NCC(=O)N1CCCCC1,2
O=C(O)CON=C1c2ccccc2-c2ccccc21,4
O=c1[nH]cnc2c1CCN(S(=O)(=O)Cc1cc(Cl)cc(Cl)c1)C2,-10
CCCC(=O)Nc1c(-c2ccc3c(c2)OCO3)c(=O)c2ccccc2n1C,-3
c1ccc(CN2CCCC(CNc3nc4nonc4nc3N3CCOCC3)C2)cc1 (centres undefined),-11
Cc1ncsc1CCN(C)C(=O)/C=C/c1cnn(C)c1,-13
CN(Cc1ccsc1)Cc1cc2n(n1)CCNC2,-17
Cc1cc(NC(=O)CN(C)CC(=O)Nc2c(Cl)cccc2Cl)n(-c2ccccc2)n1,13
Cc1ccc(C)c(C(=O)NCCN2CCCCCC2)c1,-12
CC(C)Cc1noc(C(C)NC(=O)c2cnn3ccccc23)n1 (centres undefined),-22&9
CCC(C)C(=O)N1CSCC1C(=O)OCc1cn2cc(Cl)cc(Cl)c2n1 (centres undefined),-8
O=C(Cn1cnc2c(nnn2Cc2ccccc2)c1=O)N1CCN(c2ccccc2)CC1,5
CSCCCN(C)Cc1cc(-c2ccccc2)no1,-8
Cn1cccc1C(O)=CS(=O)(=O)c1ccc(Cl)c(C(F)(F)F)c1,-4
Cc1cc(Cl)ccc1-c1cc2nc(NCCCN(C)C)n(C)c(=O)c2s1,7
CCS(=O)(=O)Nc1ccc(S(=O)(=O)Nc2nc(C)cc(C)n2)cc1,-52
CN(C(=O)CSc1nnc(-c2cccs2)o1)C1CCS(=O)(=O)C1 (centres undefined),-12
O=C(O)CN1C(=O)/C(=C\c2cccc(I)c2)SC1=S,9
NCc1ccc(S(N)(=O)=O)s1,-6
Cc1ccc(-c2c(C)n([O-])c3c([n+]2=O)CCCC3)o1,0
CC(=O)N[C@H]1C[C@@H](c2c(C)cccc2C)O[C@@H](c2cc(F)cc(F)c2)C1,-20
CC(C)CNC(=O)Cn1cnc2sc3c(c2c1=O)CCCC3,-10
Cc1ccc2cccc(S(=O)(=O)N3CCC(C(=O)O)CC3)c2n1,-8
CC1CC(C)CN(S(=O)(=O)NCc2ccc(NC(=O)C(C)C)cc2)C1 (centres undefined),-12
O=C(Nc1ccc2c(c1)CCCN2S(=O)(=O)c1cccs1)c1cc(Cl)ccc1[N+](=O)[O-],-4
Cc1[nH]cnc1-c1nccn1Cc1ccco1,-29
COc1ccc(S(=O)(=O)N(C(=O)c2ccncc2)c2ccc3oc(C)c(C(C)=O)c3c2)cc1,-3
Cc1nn(CC(=O)NCCCCOc2ccccc2)c(C)c1[N+](=O)[O-],0
O=S(=O)(Nc1ccccc1F)c1ccc(Br)s1,11
CCOc1cc(/C=C2/SC(=S)N(CC(=O)O)C2=O)c(Br)c(Br)c1O,10
CC(C)Cn1c(=S)[nH]c2sc3c(c2c1=O)CCCC3,3
Cc1nnsc1C(=O)NC(C)c1cnn(-c2ccccn2)c1C (centres undefined),-3
CC1(C(=O)Nc2ccccc2Cc2ccccc2)CCN1Cc1cc2ccccc2o1 (centres undefined),-11
COc1ccccc1C(=O)NCCNc1ccc(Nc2ccncc2)nn1,-1

# 6 of the entries above in order of their number in mcGAS RapidFire, rising:
Molecule | mcGAS RapidFire
CC1(C(=O)Nc2ccccc2Cc2ccccc2)CCN1Cc1cc2ccccc2o1 (centres undefined) | -11
CC(C)CNC(=O)Cn1cnc2sc3c(c2c1=O)CCCC3 | -10
Cc1ccc2cccc(S(=O)(=O)N3CCC(C(=O)O)CC3)c2n1 | -8
COc1ccc(S(=O)(=O)N(C(=O)c2ccncc2)c2ccc3oc(C)c(C(C)=O)c3c2)cc1 | -3
Cc1nn(CC(=O)NCCCCOc2ccccc2)c(C)c1[N+](=O)[O-] | 0
O=S(=O)(Nc1ccccc1F)c1ccc(Br)s1 | 11

# Additional entries.
SMILES,mcGAS RapidFire
CCCC(C)NS(=O)(=O)Cc1cccc(N)c1 (centres undefined),-3
CNC(=O)c1ccc(CN(CCOC)CC(F)(F)F)cc1,-8
CC(C)N1C(=O)C(=C(C#N)C(=O)C(C)(C)C)c2ccccc21,-3
Cc1nc2sc3c(c2c2nnnn12)CCC3,-4
O=C1NCCN(C(=O)c2ccc(Cl)cc2)C1Cc1ccccc1 (centres undefined),-27
CCNc1nc(-c2ccc(S(=O)(=O)N3CCCC3)cc2)cs1,2
Cc1ccc2nc(CSc3nnc(-c4ccc5c(c4)OCO5)o3)cn2c1,-3
CCc1nc(C)c(C(=O)N(C)Cc2cccc3ncccc23)s1,4
CC(=O)c1c(C)oc2ccc(N(C(=O)c3ccncc3)S(=O)(=O)c3cc(C)ccc3C)cc12,-4
Cc1cccc(C)c1NC(=O)CN(C)C(C)c1ccc(F)cc1 (centres undefined),-8
CCc1nc([C@@H]2C[C@H](NC(C)=O)C[C@H](C3CCCCC3)O2)c(C)[nH]1,8
CNS(=O)(=O)c1cc(C(=O)NC(C)c2c(C)nn(C)c2C)cc(C)c1C (centres undefined),-33
CC(C)Cc1cc(CN2CC(C(=O)O)CC2=O)on1 (centres undefined),5
CSc1nc2ncc3c(=O)n(-c4ccc(C(C)=O)cc4)ccc3n2n1,-6
FC(F)(F)c1ccc2c(c1)n(Cc1ccc(Cl)c(Cl)c1)c1[n+]2CCCCC1,-10
C/C(=N\N1CCN(C)CC1)c1c(C(F)(F)F)[nH]n(-c2nc3ccccc3s2)c1=O,-2
CCn1cnnc1CN(C)C(=O)/C=C/c1ccccc1,-18
CCCNC(=O)CN(C)C(=O)CSc1nnc(-c2ccc(F)cc2)o1,-7
O=C(C1CC1)N1CCN(Cn2sc3ccccc3c2=O)CC1,-5
O=C(c1ccco1)N1CCCC(OCc2cccc(OC(F)(F)F)c2)C1 (centres undefined),-5
NC(=O)c1cccc(CC2CCN(C(=O)c3cnc4ccccc4c3)C2)c1 (centres undefined),-12
O=C(NCCN1Cc2ccccc2OC(c2ccccc2F)C1)c1ccc[n+]([O-])c1 (centres undefined),-10
O=C(NCc1cccc(NC(=O)N2CCCC2)c1)c1ccc(Cl)cc1,6
O=C(NCCCn1nc(-c2ccccc2)ccc1=O)Nc1ccc(C(F)(F)F)cc1,4
O=C(NN=Cc1c[nH]c2ccc(Br)cc12)C1CC1,50
Cc1nnc2n1CC(C(=O)Nc1ccc(Cl)cc1NC(=O)c1ccco1)CC2 (centres undefined),3
CC1(NS(=O)(=O)c2ccccc2F)CCS(=O)(=O)C1 (centres undefined),0
NC(=O)CCN(C(=O)CN1CCCC1c1ccc2c(c1)OCCO2)c1ccc(F)cc1 (centres undefined),-1
O=C(O)[C@H]1C[C@H](C(=O)NCc2cccnc2)CN(Cc2cc3ccccc3o2)C1,-33
Cc1ccc(NCCOc2ccccc2F)cc1-n1cnnn1,3
CCCS(=O)(=O)NCCNc1ccc(Nc2ccccn2)nn1,-10
c1cc(-c2nccn2CCn2ccnc2)c2cccnc2c1,7
Cc1cnc(NC(=O)c2ccc(Oc3ccc(F)cc3Br)nc2)s1,-7
CC(C)(C)OC(=O)N1CCOc2ncccc21,-9

# Screens (PubChem BioAssay)
